ABHD5-PLIN5 inh – blocks binding of human ABHD5 to perilipin-5 | Q00G26+Q8WTS1 | Split G. princeps luciferase complementation, luminescence, 4 h | inhibition, % at 4 µM | 360,000 tested, 0.78% active | AID 602281;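 active means inhibition above the mean inhibition across every tested compound plus 3 SD, cut at about 22% in these data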;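 further: 0% = DMSO only wells and the 100% control is not disclosed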
SRC3 inh – human NCOA3 inhibition | 360,000 tested, 0.17% active | HEK293 GAL4-SRC3 luciferase reporter, luminescence | inhibition, % at 3.6 µM | Q9Y6Q9;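 active means inhibition above a per-campaign cutoff, the mean of all compounds plus 3 SD, cut at about 60% in these data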;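 further: 0% = DMSO-treated cells and 100% = gossypol-treated cells at 36 µM; higher means less SRC3-driven luciferase light from the GAL4 reporter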
SRC2 inh – inhibits human steroid receptor coactivator 2; HEK293 GAL4-SRC2 luciferase reporter, luminescence; inhibition, % at 9 µM; AID 651957; 370,000 tested, 0.17% active;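 active means inhibition above the mean inhibition of all tested compounds plus 3 SD, set per campaign, cut at about 52% in these data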;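 further: 0% = DMSO treated cells and 100% = cells given Gossypol at 36 µM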
TWEAK Fn14 block – blocks TWEAK-Fn14 interaction in a reporter cell assay. 360,000 tested, 2% active. inhibition, % at 10 µM. TWEAK-stimulated Fn14 reporter cells, luciferase luminescence, 8 h; in the data active means inhibition above about 50%
NOD2 RIPK2 PPI – inhibitors of human NOD2-RIPK2 interaction; inhibition, % at 4.98 µM; O43353; AID 624267; CHO BLA complementation NOD2-RIPK2, CCF4 ratio; 360,000 tested, 0.38% active; in the data active means inhibition above about 21%;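 further: 0% = vehicle only and 100% = reference blocker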
TLR9-MyD88 inh – inhibitors of human TLR9-MyD88 binding; Q9NR96+Q99836; CHO BLA complementation TLR9-MyD88, CCF4 FRET ratio; inhibition, % at 4.98 µM; 340,000 tested, 0.21% active; AID 504734;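 active means inhibition above the mean over all tested compounds plus 3 SD, cut at about 21% in these data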;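 further: 0% = DMSO only wells and 100% = clavulanate BLA inhibitor control wells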
TROY signal inh – blocks TROY-dependent signaling in reporter cells; 360,000 tested, 0.98% active; Q293 LMP1-TROYcd NF-kB luciferase reporter, 4 h; AID 1347056; inhibition, % at 10 µM;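 active means compounds whose plate-normalised and pattern-corrected inhibition of the luciferase reporter signal at the single screening dose is 50% or more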
NCOA1 inh – inhibitors of human steroid receptor coactivator 1 (SRC1) | Q15788 | HEK293 GAL4-SRC1 luciferase reporter, luminescence | inhibition, % at 3.6 µM | 360,000 tested, 0.12% active | AID 588354;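 active means inhibition above the campaign mean plus 3 SD, with each screening campaign given its own cutoff, cut at about 60% in these data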;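 further: 0% = DMSO treated cells and 100% = gossypol at 36 µM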
COUP-TFII inh – blocks human COUP-TFII nuclear receptor | HEK293T NGFI-A luciferase reporter, luminescence | inhibition, % at 8.6 µM | 370,000 tested, 0.7% active;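 active means inhibition above a per-plate cutoff, mean inhibition of test wells between control levels plus 3 SD, cut at about 38% in these data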;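 further: cells cotransfected with COUP-TFII expression vector driving the NGFI-A reporter; 0% = median of COUP-TF2 test wells and 100% = reporter-only cells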
Target sequence (P24468 whole entry, looked up): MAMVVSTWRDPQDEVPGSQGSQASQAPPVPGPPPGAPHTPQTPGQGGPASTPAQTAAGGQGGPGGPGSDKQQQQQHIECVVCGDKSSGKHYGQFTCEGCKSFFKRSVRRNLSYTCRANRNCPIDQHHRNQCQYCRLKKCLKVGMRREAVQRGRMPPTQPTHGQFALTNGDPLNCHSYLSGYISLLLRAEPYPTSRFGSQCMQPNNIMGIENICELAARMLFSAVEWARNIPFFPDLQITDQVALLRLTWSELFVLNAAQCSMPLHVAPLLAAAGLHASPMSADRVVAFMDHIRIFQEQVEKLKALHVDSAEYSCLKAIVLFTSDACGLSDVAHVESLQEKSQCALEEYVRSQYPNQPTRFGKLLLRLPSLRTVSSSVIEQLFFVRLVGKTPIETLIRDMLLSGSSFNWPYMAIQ
NR5A2 inv ag – suppresses constitutive activity of human LRH-1; HEK293T StAR-luciferase reporter, LRH-1 transfected, 24 h; inhibition, % at 3.6 µM; 360,000 tested, 0.13% active; AID 602396;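 active means inhibition above the mean inhibition of all tested compounds plus 3 SD, cut at about 73% in these data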;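 further: 0% = DMSO wells and 100% = reporter-only cells lacking LRH-1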
Target sequence (O00482 whole entry, looked up): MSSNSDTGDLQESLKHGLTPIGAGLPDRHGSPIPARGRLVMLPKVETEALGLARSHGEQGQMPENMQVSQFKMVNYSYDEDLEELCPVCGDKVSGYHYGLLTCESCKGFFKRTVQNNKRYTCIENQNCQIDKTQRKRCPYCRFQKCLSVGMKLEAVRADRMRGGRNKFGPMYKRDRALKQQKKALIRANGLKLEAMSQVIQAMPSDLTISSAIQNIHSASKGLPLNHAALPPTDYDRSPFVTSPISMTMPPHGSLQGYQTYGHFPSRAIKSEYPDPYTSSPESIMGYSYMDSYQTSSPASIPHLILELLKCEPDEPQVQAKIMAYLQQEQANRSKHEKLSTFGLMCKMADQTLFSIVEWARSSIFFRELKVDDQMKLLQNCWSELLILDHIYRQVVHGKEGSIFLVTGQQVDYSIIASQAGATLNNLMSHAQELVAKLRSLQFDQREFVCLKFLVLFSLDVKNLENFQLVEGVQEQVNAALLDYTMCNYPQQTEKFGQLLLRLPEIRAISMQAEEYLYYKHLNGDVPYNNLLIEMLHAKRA
Granule exo inh – blocks lytic granule exocytosis; TALL-104 LAMP-1 surface exposure, flow cytometry; cells stimulated with thapsigargin and PMA; inhibition, % at 10 µM; 360,000 tested, 0.66% active; AID 651702;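 active means inhibition above about 55%, limit read from the data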
* hit, by the source's call; x = no result given; & = joins results of further samples.

The opening two compounds (preview)
SMILES	ABHD5-PLIN5 inh	SRC3 inh	SRC2 inh	TWEAK Fn14 block	NOD2 RIPK2 PPI	TLR9-MyD88 inh	TROY signal inh	NCOA1 inh	COUP-TFII inh	NR5A2 inv ag	Granule exo inh
COc1ccc(NC(=O)c2cccc(Cn3cc(Br)cn3)c2)cn1	1	10	4	8	-2	-3	-19	-5	6	-18	-2
CCc1nnc(NC(=O)CSc2nnc(COc3ccc(C)cc3)n2-c2ccccc2)s1	2	2	-46	9	-7	-2	24	-13	3	1	3

The list itself (from the top)
SMILES	ABHD5-PLIN5 inh	SRC3 inh	SRC2 inh	TWEAK Fn14 block	NOD2 RIPK2 PPI	TLR9-MyD88 inh	TROY signal inh	NCOA1 inh	COUP-TFII inh	NR5A2 inv ag	Granule exo inh
COc1ccc(NC(=O)c2cccc(Cn3cc(Br)cn3)c2)cn1	1	10	4	8	-2	-3	-19	-5	6	-18	-2
CCc1nnc(NC(=O)CSc2nnc(COc3ccc(C)cc3)n2-c2ccccc2)s1	2	2	-46	9	-7	-2	24	-13	3	1	3
COc1cccc(NCc2cc(=O)oc3cc(-c4ccccc4)c(O)cc23)c1	-7	-11	-6	-11	6	-3	41	-31	-24	-10	0
COc1ccc(N2CCN(C(=O)Nc3ccccc3Cl)CC2)cc1	-1	8	-34	-30	-6	5	-4	0	-24	-2	-1
CCC(C)c1ccc(S(=O)(=O)N2CCN(C(C)CC(=O)O)CC2)cc1 (stereo not given)	-7	-4	0	-9	-9	-1	1	-18	-1	14	2
COc1ccc(CN2C(=O)c3cccnc3C2=O)cc1S(=O)(=O)NCc1ccccc1	0	40	-12	-14	-5	-3	0	3	3	5	11
CCC1(CC)C(=O)Nc2ccccc21	2	-6	-8	5	-20	-9	4	-13	0	-19	0
O=C1C(=C2CCc3ccccc32)Cc2ccccc21	-11	-111	-42	-9	1	x	-24	-98	-49	-60	-6
Cc1c(C(N)=O)c(N)c(C(=O)c2ccccc2)n1-c1ccccc1	-3	9	-4	0	-5	-8	-14	-11	5	3	-4
COC(=O)c1ccccc1NC(=O)NC1CCCC1	-1	12	24	6	-9	4	-2	11	2	-5	-1
CCC(Sc1nc(N)cc(=O)[nH]1)C(=O)Nc1cc(C)on1 (stereo not given)	-6	14	-14	-3	-1	-13	17	-10	-11	5	-6
N#Cc1ccc(C(=O)Nc2ccc(N3CCN(C(=O)c4ccco4)CC3)cc2)c(F)c1	-2	7	-4	-34	-4	-11	-6	-3	2	5	-3
COCCNC(=O)CSc1nnc(NC(=O)C2CC(=O)N(c3ccccc3OC)C2)s1 (stereo not given)	-3	-2	4	1	-10	5	12	-36	-9	7	-1
CC1(C)Cc2nc3sc(C(N)=O)c(N)c3cc2CO1	-4	-20	-34	-19	-5	-5	-20	-19	-12	-27	-1
CCCc1cc(=O)oc2c(CNc3ccc(OCC)cc3)c(O)ccc12	-8	-7	8	4	-9	-6	-12	-2	-9	7	19
CCN1CCN(C(=O)CS(=O)(=O)Cc2nc(-c3cccc(OC)c3)oc2C)CC1	-3	5	-3	-2	-2	4	0	-19	5	-6	-5
COc1cccc(-c2nc(C#N)c(N3CCN(C(=O)c4ccco4)CC3)o2)c1	6	25	-13	-22	-9	11	-39	2	-15	-19	5
COc1ccc(CCNC(=O)c2nn(C)c3c2CS(=O)(=O)c2ccccc2-3)cc1OC	5	5	x	-14	-2	6	-5	5	x	-5	0
Cc1cc(C(=O)CSc2n[nH]c(N)n2)c(C)n1-c1cccc(F)c1	-10	-25	-35	-5	-1	5	-12	-38	-18	-27	4
O=C(NC(Cc1ccc(O)cc1)C(=O)O)/C(=C/c1ccccc1)NC(=O)c1ccccc1 (stereo not given)	-2	13	8	-6	3	-1	13	-16	-19	-2	-21
COc1ccccc1N1CCN(C2CCCN(Cc3c(F)cccc3F)C2)CC1 (stereo not given)	0	1	2	-3	3	-1	2	6	11	2	-2
O=[N+]([O-])c1ccc(N2CCCCC2)cc1NCCOc1ccccc1	-4	8	-20	-11	-6	1	-27	-14	-1	0	1
O=C1COc2ccc(C(=O)CSc3nnnn3-c3ccccc3)cc2N1	-7	-7	2	5	3	0	-5	-2	8	9	-2
COc1ccc(NC(=O)COc2cccc(-n3cnnn3)c2)cc1	6	-1	-4	31	5	0	-2	11	-3	21	-18

One compound at a time (already shown). Values in the order: ABHD5-PLIN5 inh	SRC3 inh	SRC2 inh	TWEAK Fn14 block	NOD2 RIPK2 PPI	TLR9-MyD88 inh	TROY signal inh	NCOA1 inh	COUP-TFII inh	NR5A2 inv ag	Granule exo inh
CC1(C)Cc2nc3sc(C(N)=O)c(N)c3cc2CO1 is listed as -4	-20	-34	-19	-5	-5	-20	-19	-12	-27	-1
CCCc1cc(=O)oc2c(CNc3ccc(OCC)cc3)c(O)ccc12 is listed as -8	-7	8	4	-9	-6	-12	-2	-9	7	19

(list continues)
SMILES	ABHD5-PLIN5 inh	SRC3 inh	SRC2 inh	TWEAK Fn14 block	NOD2 RIPK2 PPI	TLR9-MyD88 inh	TROY signal inh	NCOA1 inh	COUP-TFII inh	NR5A2 inv ag	Granule exo inh
COc1ccccc1C1CC(c2ccco2)=NN1c1ccccc1 (stereo not given)	-8	-12	17	34	8	9	-16	9	0	7	3
COc1ccccc1C(=O)NC(=O)COC(=O)Cn1cnc2c1c(=O)n(C)c(=O)n2C	-1	9	-15	-9	-3	-1	-8	-8	-2	-7	4
Cc1ccc(S(=O)(=O)NC(=O)NC2=NC(C)(C)N(c3ccc(Cl)c(Cl)c3)C(N)=N2)cc1	-2	9	-20	-3	-15	x	-1	-2	3	-13	15
CC(=O)c1cnc2n(c1=O)CCS2	0	1	-2	-8	-1	-9	1	6	9	11	0
Cc1ccc2cc(C=O)c(N(C)C)nc2c1	-5	-10	-22	1	2	-1	-9	-6	-7	4	3
CC(=O)c1ccc(NC(=O)CSc2ccc(-c3sc(C)nc3C)nn2)cc1	-2	-13	4	0	2	-6	16	-6	-2	23	7
CCN1CCc2c(OCC(=O)N3CCCc4ccccc43)cccc2C1=O	-5	8	-4	-7	-12	1	3	-6	1	4	-1
COCCC(=O)N1CCC(Oc2ccc(C(=O)N(C)C(C)c3ccon3)cc2)CC1 (stereo not given)	10	11	-3	4	-10	-13	-1	1	14	-12	-1
CCCCn1nnnc1SCC(=O)c1ccc(C)c(C)c1	-4	-1	-30	-14	-4	-7	-57	-24	-4	-12	0
COc1cc2c3c(n(C)c(=O)c2cc1OC)-c1cc2c(cc1C3=O)OCO2	-3	1	x	-43	10	-1	2	4	x	-1	0
CN1C(=O)C(C)(C)c2cc(S(=O)(=O)NCc3ccc(C(=O)NCc4ccco4)cc3)ccc21	4	-4	-7	1	-6	4	-16	7	-7	22	0
Oc1c(Br)cc(/C=N/n2c(-c3ccccc3)n[nH]c2=S)cc1Br	-3	-5	14	3	-8	-2	11	14	-5	6	6
COCCNC(=O)C(c1ccc(C)cc1)N(C(=O)C(=O)NC1CCCC1)c1ccc2c(c1)OCCO2 (stereo not given)	-2	14	-11	1	-7	-11	-3	-21	5	-17	-10
O=C(NC1=NCCS1)c1ccccc1F	-3	-22	-4	-16	-13	x	-4	-18	-15	-30	-1
COc1cccc(-c2cnc3c(NC=O)cc(-c4cc(OC)c(OC)c(OC)c4)cn23)c1	5	-13	-19	23	-17	x	3	-11	-54	7	3
CNc1oc(/C=C/c2cccc(OC)c2)nc1C#N	11	-78	x	-47	-6	-2	-66	-54	x	-91	-15
O=c1oc2ccccc2cc1-c1nnc(NCc2ccco2)s1	22	-105	-55	-10	35*	14	-82	-97	-31	-176	-5
O=C(Nc1ccc(OC(F)(F)F)cc1)Nc1cccc([N+](=O)[O-])c1	-23	62*	-5	56*	1	2	24	-2	-6	29	3
Cn1c(NC(=O)c2ccc(Cl)cc2Cl)cc(=O)n(C)c1=O	-10	-12	3	-23	-5	4	2	-1	6	-27	-1
CC(=O)c1ccc(NC(=O)C(C)Sc2nnc(-c3ccncc3)n2C2CC2)cc1 (stereo not given)	3	-3	5	11	-2	3	-10	-2	-15	2	-2
CSc1nc2c(c(C(F)(F)F)n1)CC(C)CC2 (stereo not given)	-5	-7	14	-2	-10	-1	-1	-3	18	17	1
Cc1cn([C@H]2C[C@H](O)[C@@H](/C=C/C(=O)NCCc3ccc4c(c3)OCO4)O2)c(=O)[nH]c1=O	-6	6	-10	-6	0	x	-8	3	-2	2	-1
Cc1cc(C)nc(NC2=NCC(=O)N2c2ccccc2Br)n1	2	2	-8	-11	-7	4	-11	-63	4	4	-3
COc1cc(N)c(Cl)cc1C(=O)OCC(=O)c1ccc2c(c1)NC(=O)CO2	-1	-7	-15	5	0	12	-11	-27	27	18	4
Cc1ccccc1NC(=O)COC(=O)Cc1cccc(C(F)(F)F)c1	-4	26	-20	1	-4	-5	14	2	-4	16	-1
Cc1ccc2nc(-c3ccc(Br)cc3)cn2c1	5	-9	60*	99*	-8	0	71*	-32	47*	-70	-10
CC1=C2CCCC[C@@]23C2C(=O)N(C)C(=O)[C@@H]2ON3OC1 (stereo not given in full)	3	x	17	x	-6	x	x	x	-13	-3	-2
c1ccc2c(c1)Cn1nc(Cc3nc4c(s3)CCCC4)nc1-2	4	-27	-72	-15	-17	-2	-93	-55	-13	-78	-5
Cc1occc1C(=O)NNC(=O)C(c1ccccc1)c1ccccc1	4	-1	10	18	-6	-2	2	-24	1	2	-1
COc1ccc(CC(=O)Nc2ccc(S(=O)(=O)Nc3cc(C)on3)cc2)cc1	-7	-8	-2	-12	4	10	2	-13	8	-7	-3
CCCOc1ccc(CCC(=O)O)cc1	-1	13	-28	10	0	-9	-17	-6	-3	-1	-1
CCN(CC)CCn1c2c(c(SCC(=O)Nc3nc(C)cs3)nc1=O)CCC2	-11	-1	9	2	-16	0	-21	4	1	14	-1
Cc1ccc(CN2C(=O)C(Cc3ccccc3)Nc3ncnc(N4CCCCC4)c32)cc1 (stereo not given)	-6&-7	-11&-1	10&9	-10&-2	2&7	-3	-9&-25	-20&-2	-6&15	-26&-14	1&-3
Cc1cc(C(=O)OCC(=O)Nc2cc(Cl)ccc2C)c(C)o1	8	-8	8	-2	-3	-1	11	-20	12	-11	-2
O=C(CCCN1C(=O)/C(=C/c2cccs2)SC1=S)Nc1cccc(C(=O)O)c1	0	6	0	24	2	0	-13	-19	-8	6	1
Cc1c(Br)c(C(F)(F)F)nn1CC(=O)NCc1ccccc1	-2	3	13	-9	-6	-7	6	2	-7	-2	0
Oc1ccc(Br)cc1-c1nc2cnccn2c1NC1CCCCC1	-5	-11	16	28	1	8	6	3	12	2	-1
CCCCNCCS(=O)(=O)NCc1ccccc1OC	-12	-1	-20	-5	-13	2	-4	1	3	-31	-3
CCn1c2ccccc2c2cc(NC(=O)COC(=O)Cc3cn4ccsc4n3)ccc21	0	22	-19	6	-7	0	17	11	3	-2	-2
Cc1ccc(C)c(C(=O)C(C)Sc2nc3nn(-c4ccccc4)c(=O)c-3c3n2CCCCC3)c1 (stereo not given)	-4	6	-12	49	4	-3	8	1	13	-16	1
O=C(NCc1nc(-c2ccc(Cl)cc2)no1)c1ccc2c(c1)OCO2	0	8	-3	-7	1	-3	1	7	-2	16	-1
Oc1ccc(C[C@@H](CN2CCCC2CN2C(=S)NC[C@@H]2Cc2ccccc2)N2C[C@H](Cc3ccccc3)N(CC3CCCCCC3)C2=S)cc1 (stereo not given in full)	4	x	-29	-10	-6	x	6	x	4	5	4

An excerpt; rates above refer to the full screens.
